# Compound activity: PubChem, National Center for Advancing Translational Sciences (NCATS)
# PI4K2A block = qHTS for small molecular inhibitors of PI4K2A; purified PI4K2A, ADP-Glo luminescence, 1 h; stronger effect = lower value; Phosphatidylinositol 4-kinase type 2-alpha (Homo sapiens), Q9BTU6; AID 1346378, 2018; activity change, negative = inhibition, % at 76.9 µM; 0.13% of 420,000 active; in the data active = activity change below about -50%; inconclusive = mostly about -30% to -49%;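 note: -100% = wells without enzyme as full effect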
#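 ADP-Glo luminescence measured ADP generated by PI4K2A enzyme (4 ug/mL before mixing) with 1.2 mM PI substrate (pre-mix) and 300 microM ATP (pre-mix). Tris pH7.5 buffer with MgCl2, Triton X-100; 1 h reaction at ambient temperature.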
# GLS inhibitor = qHTS for Inhibitors of Glutaminase (GLS) | Potency, µM (series often up to 45.5 µM), for the others: at the top dose activity change, negative = inhibition, actives largely listed as inhibitors | Glutaminase kidney isoform, mitochondrial (Homo sapiens), O94925 | GLS enzymatic activity, qHTS titration | AID 624170, 2012 | 0.21% of 410,000 active; note: potency is the fitted concentration of half-maximal effect; % is set by controls: 0 for no effect and ±100 for the full control effect
# Target sequence (O94925 whole entry, looked up, canonical isoform): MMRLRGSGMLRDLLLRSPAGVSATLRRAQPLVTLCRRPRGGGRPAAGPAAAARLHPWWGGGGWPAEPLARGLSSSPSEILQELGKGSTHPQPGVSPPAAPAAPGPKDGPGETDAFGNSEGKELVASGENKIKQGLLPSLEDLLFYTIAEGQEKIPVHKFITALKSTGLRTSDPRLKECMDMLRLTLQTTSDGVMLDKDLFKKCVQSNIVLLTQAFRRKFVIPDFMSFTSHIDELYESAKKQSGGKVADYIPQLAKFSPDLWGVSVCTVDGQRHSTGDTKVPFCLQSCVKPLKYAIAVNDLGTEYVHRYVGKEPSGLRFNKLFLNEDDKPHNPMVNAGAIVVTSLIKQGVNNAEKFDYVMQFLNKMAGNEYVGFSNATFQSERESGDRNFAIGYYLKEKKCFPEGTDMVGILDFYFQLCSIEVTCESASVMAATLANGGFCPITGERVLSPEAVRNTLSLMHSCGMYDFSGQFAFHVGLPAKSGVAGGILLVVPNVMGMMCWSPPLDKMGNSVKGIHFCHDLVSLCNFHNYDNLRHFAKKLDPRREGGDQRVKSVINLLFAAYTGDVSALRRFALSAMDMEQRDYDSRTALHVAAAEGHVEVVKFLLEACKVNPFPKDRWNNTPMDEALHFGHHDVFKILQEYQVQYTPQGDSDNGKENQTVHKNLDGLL
#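 hKGA in 45 mM KH2PO4 (pH 8.2), 0.02% Tween-20 with compound, then 1mM L-Glutamine (stock as added) plus glutamate oxidase/HRP/Amplex red coupling mix. Fluorescence read initially and after 30 min at RT; signal change reflects glutamate formation.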
# G9a block = qHTS Assay for Inhibitors of Histone Lysine Methyltransferase G9a | G9a H3K9 monomethylation, AlphaScreen, 2 h | Potency, µM (series often up to 102 µM), for inactives: at the highest dose activity, negative = inhibition, actives largely listed as inhibitors | 8.8% of 350,000 active | AID 504332, 2011; note: potency is the fitted concentration of half-maximal effect; % is set by controls: 0 for no effect and ±100 for the full control effect; nearly all actives have a fitted effect of over 75% in size
# Target sequence (Q96KQ7 913-1193 limits assumed): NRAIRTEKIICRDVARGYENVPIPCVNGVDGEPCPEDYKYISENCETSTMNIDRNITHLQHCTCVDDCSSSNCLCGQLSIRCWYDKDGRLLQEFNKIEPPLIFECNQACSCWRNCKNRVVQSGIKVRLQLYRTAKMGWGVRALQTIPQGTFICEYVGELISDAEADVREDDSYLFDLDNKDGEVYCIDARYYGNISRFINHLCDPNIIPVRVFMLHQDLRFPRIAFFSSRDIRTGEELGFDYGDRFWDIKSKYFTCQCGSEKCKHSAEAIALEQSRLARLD
#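 Step 1: enzyme (final 20 nM) with compound, 15 min RT. Step 2: substrate peptide 500 nM and SAM 20 uM, 2 h RT. Step 3: anti-H3K9me1 antibody and AlphaScreen beads, 10 min, then plate read.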
# BAZ2B inh = qHTS Assay for Inhibitors of BAZ2B. Bromodomain adjacent to zinc finger domain protein 2B (Homo sapiens), Q9UIF8. AlphaScreen BAZ2B-H3K14Ac peptide displacement. Potency, µM (highest dose often 114 µM), inactives show top-dose activity change, negative = inhibition, hits mostly inhibitors. 4.4% of 360,000 active. AID 504333, 2011; note: potency is the fitted concentration of half-maximal effect; % is set by controls: 0 for no effect and ±100 for the full control effect; nearly all actives have a fitted effect of over 60% in size
#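 In this displacement format the biotinylated H3(5-23) peptide acetylated at Lys14 serves as ligand at 50 nM, with BAZ2B at 50 nM in PBS pH 7.4 containing 0.01% Tween-20. Donor and acceptor beads are 10 ug/mL final.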
# RGS4 inh = Inhibitors of Regulator of G Protein Signaling (RGS) 4: qHTS | Transcreener GDP fluorescence polarization, RGS4-accelerated GTP hydrolysis | Potency, µM (top dose mostly 114 µM), without a hit: at the highest dose activity change, negative = inhibition, hits mostly inhibitors | 0.039% of 390,000 active | AID 504845, 2011; note: potency is the fitted concentration of half-maximal effect; % is set by controls: 0 for no effect and ±100 for the full control effect; nearly all actives have a fitted effect of over 75% in size; some results filed as inactive show a strong effect at the top dose
#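 MLSMR compounds (23 nl, pin-transferred) preincubated 10 min at room temperature with a 500nM (2x) first reagent, then RGS4 at 900nM (2x) plus Transcreener GDP mix added; fluorescence polarization (620/688 nm) read before and after 90 min at 30 °C.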
# HP1b chromo inh = HTS for Inhibitors of HP1-beta Chromodomain Interactions with Methylated Histone Tails | Chromobox protein homolog 1 (Homo sapiens), P83916 | AlphaScreen HP1-beta / biotin-H3K9me3 peptide binding | Potency, µM (titrated, usually from 114 µM), for inactives: at the highest dose activity change, negative = inhibition, most hits filed as inhibitors | 0.56% of 390,000 active; note: potency is the fitted concentration of half-maximal effect; nearly all actives have a fitted effect of over 70% in size; inactives centre near 23
#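 AlphaScreen: HP1-beta (50 nM) preformed 30 min with biotin-H3(1-18)K9me3 peptide (50 nM) in PBS pH 7.4, 0.01% Tween-20. Compound added for 30 min at RT, then streptavidin donor/nickel chelate acceptor beads (10 ug/mL) for 30 min.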
# JMJD2A Tudor inh = qHTS Assay for Inhibitors of JMJD2A-Tudor Domain | AlphaScreen JMJD2A-Tudor / H3K4me3 peptide binding | 4.4% of 390,000 active | AID 504339, 2011 | Potency, µM (doses to about 114 µM), for inactives: at the top dose activity change, negative = inhibition, actives largely listed as inhibitors; note: potency is the fitted concentration of half-maximal effect; % is set by controls: 0 for no effect and ±100 for the full control effect; nearly all actives have a fitted effect of over 50% in size
# 12-LOX inh = Primary qHTS assay for inhibitors of human arachidonate 12S-lipoxygenase (ALOX12): Round 2 | 1.1% of 580,000 active | Polyunsaturated fatty acid lipoxygenase ALOX12 (Homo sapiens), P18054 | purified 12hLO, xylenol orange hydroperoxide absorbance | Potency, µM (series often up to 108 µM), inactives show at the highest dose activity change, negative = inhibition, most hits filed as inhibitors | AID 1671190, 2021; note: potency is the fitted concentration of half-maximal effect; % is set by controls: 0 for no effect and ±100 for the full control effect
#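 Purified human 12hLO at 150 nM in 25 mM Hepes, 0.01% Triton X-100, pH 7.0, preincubated 15 min at room temperature with compound. Reaction started with 40 uM arachidonic acid, 30 min at room temperature. Hydroperoxide measured by Fe-xylenol orange, 573/405 nm absorbance ratio.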
# ERG Ets-DNA blk = qHTS for Small Molecule Inhibitors of the ERG Ets/DNA interaction. 0.028% of 370,000 active. fluorescence polarization, His-ERG Ets domain / labelled DNA. Potency, µM (top dose mostly 76.9 µM), for the others: at the top dose FP activity, negative = inhibition, actives largely listed as inhibitors; active = well fitted inhibition curve with a large enough effect in the polarisation, with a control signal flat; inconclusive = small, poorly fitted or top-dose-only effect, or effect the other way, or a change in a side signal; inactive = no such curve, though single readings can be large or run the other way; the % refers to the polarisation;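 note: polarization taken with two DNA probes labelled with fluorescein and Texas red; potency is the fitted concentration of half-maximal effect; % of control where 0% means no effect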
#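 His-tagged ERG Ets domain (1 uM in the protein solution; 300mM KCl, 50mM Tris-HCl, 1mM EDTA, 1mM DTT, pH 7.5) received compound, then a probe mix of 5 nM fluorescein-DNA and 100nM Texas-615-DNA. Fluorescence polarization was read for both dyes.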
# An asterisk follows results filed as active; ? = inconclusive; / = not tested or not shown; & = joins results of further samples; [ ] = remark or other dose. Unless noted, calls come from the whole dose curve; as a rule, active = well fitted curve in the direction sought with a large enough effect; inconclusive = small, poorly fitted or top-dose-only effect, or another doubt; inactive = no such curve, though single readings can be large; an effect the other way counts as inactive or inconclusive.
RGS4 inh,HP1b chromo inh,12-LOX inh,GLS inhibitor,G9a block,ERG Ets-DNA blk,JMJD2A Tudor inh,PI4K2A block,BAZ2B inh,mol
24%,37%,12%[57.4 µM],13%,/,-6%,-1%,0,/,CCOc1ccc(C(=O)Nc2cc(=O)n(C)c(=O)n2C)cc1
29%,18%,40%[activator],14%,4%[12.7 µM],-7%,-12%,0,8%,Cc1cc(C)nc(Nc2nc(C)c3cc4c(cc3n2)OCO4)n1
15%,13%,37%[activator],0%,/,1%,-3%,5,-9%,Cc1nc2sccn2c(=O)c1S(=O)(=O)NCC1CCN(Cc2ccccc2Cl)CC1
1%,20%,-12%,12%,8%[59 µM],1%,-2%,0,9%,CC1CC(=O)N(C)c2ccc([N+](=O)[O-])cc2N1 (stereo unspecified)
-15%,23%,2%,3%,0%,-21%,-4%,2,8%,CC(C)(C)CC(=O)Nc1nnc(SCC(=O)NC2CCCC2)s1
16%,-8%,-27%,-4%,0%[59 µM],-4%,?,-2,-30%,COc1cccc(N2CCN(C(=O)C3CCN(S(=O)(=O)c4cccc5nonc45)CC3)CC2)c1
35%,20%,65%[activator],1%,-5%,3%,-18%,3,-7%,Nc1nc(Nc2ccccc2F)nc(NCc2ccccc2)c1[N+](=O)[O-]
3%[11.4 µM],12%,0%,-6%,3%[59 µM],0%,-18%[57.1 µM],1,-3%,COC(=O)c1cn(NC(=O)c2ccc(OC)c(OC)c2)c(=O)c2ccccc12
-42%,24%,8%,26%,24%,0%,-13%,-7,-12%,COc1ccc(-c2cnc3ncnn3c2N)cc1
-6%,12%,13µM*,2%,?,-1%,-8%,5,-1%,Cc1ccc(-n2ncc3c(NCCC4=CCCCC4)ncnc32)cc1
-10%,-11%,-17%,-6%,-2%[59 µM],-2%,-21%,0,-7%,CCOc1cccc(CC(=O)NCc2ccc3c(c2)CCN3C(=O)c2ccc(F)cc2)c1OCC
-4%,29%[57 µM],-14%,5%,0%[59 µM],-2%,8%,0,3%,COc1cccc(NC(=O)C(=O)NCCc2csc(-c3ccc(C)cc3)n2)c1
-9%,-3%,4%,-12%,8%[12.7 µM],-3%,-7%,7,8%,CCCCNC(=O)COC(=O)c1ccccc1F
-3%,20%,-17%,0%,-17%,2%,-8%,-3,24%,CCOC(=O)C1CCCN(C(=O)c2ccc(NS(=O)(=O)c3ccc4[nH]c(=O)[nH]c4c3)cc2)C1 (stereo unspecified)
35%,5%,-12%,-2%,21%,0%,-25%,2,4%,O=C(Cc1csc(N2CCOCC2)n1)N/N=C/c1ccc(F)cc1
26%,28%,0%,2%,38%,-4%,10%,0,1%,COc1ccc(NC(=O)NCCCCc2ccccc2)cc1
36%,28%,-20%,-7%,0%[59 µM],-12%,-7%,0,15%[57.1 µM],Cc1noc2ncnc(N3CCN(c4cccc(C(F)(F)F)c4)CC3)c12
?,14%,-2%&-5%,-2%,18%[12.7 µM],2%,-21%,1&11,/,C#CCn1c(=O)c2c(ncn2C)n(C)c1=O
18%,43%[activator],-24%,0%,5%[59 µM],-5%,6%,2,3%,Fc1ccccc1-c1nc(N2CCN(c3cccc(Cl)c3)CC2)c2ccccc2n1
-28%[11.4 µM],-24%,0%,78%[activator],-43%,5%,-7%[11.4 µM],-3,?,CC/C(O)=C1\C(=O)CCCC1=NCCc1c(C)[nH]c2ccc(C)cc12
-21%,31%,3%,-6%,6%,2%,-1%,2,-4%,O=C(CSc1nc2ccccc2o1)N1c2ccccc2Sc2ccccc21
?,39%[activator],-11%,8%,?,/,-7%,1,6%,CCOC(=O)c1nc(S(C)(=O)=O)ncc1Cl
12%,38%,5%,3%,112%[activator],-2%,20%,0,21%,Cc1ccc(C)c(OCC(=O)NC2CCCCCC2)c1
-23%,1%,2%,-14%,-20%[59 µM],11%,-7%,-5,-9%,C=C(C)Cn1c(SCC(=O)Nc2cc(C)ccc2C)nc2sc3c(c2c1=O)CCCC3
1%,13%,-2%,5%,-3%[59 µM],2%,-17%,-3,3%,Cc1c(C(=O)O)cccc1N1C(=O)Nc2ccccc2N1O
?,59%[activator],0%,60%[activator],?,4%,-8%,0,5%,O=C(O)c1cc(NCc2ccccc2C(F)(F)F)ccc1N1CCOCC1
8%,-18%,?,2%,10µM*,15%,-33%,-1,?,O=C(NCCc1ccccc1)/C(=C/c1ccco1)c1ccccc1
5%,31%,?,10%,-7%[59 µM],-2%,-16%,0,-15%,COc1ccc(OC)c(Nc2ncnc3c2nc2n3CCCC2)c1
22%,-18%,1%,-6%,6.3µM*,-5%,?,2,?,O=C1c2ccccc2C(=O)C1(c1ccccc1)N1CCN(c2cccc(Cl)c2)CC1
-4%,-11%,-11%,-7%,-30%[2.33 µM],-1%,3%,2,?,COC(=O)CCc1c(C)nn(-c2ccccc2)c1C
14%,41%[activator],152%[activator],-1%,-7%[12.7 µM],-9%,5%,-2,-3%,CCOC(=O)N1CCN(C(=O)CNC(=O)c2ccc(Cl)cc2Cl)CC1
-17%,22%,31%[activator],-2%,?,3%,4%,5,6%,O=C(CCNC(=O)c1ccc([N+](=O)[O-])cc1)NC1CCCCCC1
20%,26%,-3%,-3%,-2%,-1%,-18%,3,-26%,Cc1cccc(OCCCC(=O)Nc2nccs2)c1C
14%,66%[activator],0%,3%,-25%,25µM*,0%,4,3%,Nc1ccc2c3c(cccc13)C(=O)N(c1ccccc1)C2=O
3%,42%[activator],59%[activator],9%,-6%,3%,-5%,-2,3%,Cc1ccccc1-c1nnc(NC(=O)CSc2nc3ccccc3s2)s1
-12%,-2%,7%,14%,-24%[12.7 µM],/,?,4,-28%,Cn1ccnc1SCC(=O)Nc1ccc2ccccc2c1
10%,19%,1%,-2%,72%[activator][59 µM],1%,2%,-2,9%,CCNC(=O)n1nccc1C(C)Oc1ccccc1 (stereo unspecified)
-10%[56.9 µM],67%[activator],?,21%,-32%,-21%,-5%,1,-26%,CCc1ccc(NC(=S)N(Cc2cccc(Br)c2)CC2CCC(C(=O)O)CC2)cc1 (stereo unspecified)
4%,-2%,-2%,0%,/,-6%,-24%,2,/,Cn1c(=O)c2c(nc(C3CC4C5CCC(C5)C4C3)n2C)n(C)c1=O (stereo unspecified)
4%,31%,8%,0%,35%[12.7 µM],-3%,-8%,-2,-21%,CCCCn1c(SCC(=O)N2CCc3ccccc32)nnc1-c1ccncc1
-5%,-15%,0%,5%,?,-2%,-33%,9,?,Cc1cc(C(=O)CSc2n[nH]c(-c3ccccc3F)n2)c(C)n1Cc1cccs1
-3%,7%,-17%,14%,8%[0.501 µM],-4%,-25%,-2,-9%,COc1ccc([C@H]2CC(=O)C=C(c3ccnc4ccc(Cl)cc34)C2)cc1
13%,28%,-1%,6%,?,0%,-12%,4,-4%,O=S(=O)(NCC(c1ccco1)S(=O)(=O)c1ccccc1)c1ccccc1 (stereo unspecified)
-17%,1%,?,-7%,-52%[59 µM],2%,-35%,-3,-24%,Cc1cc(C)c2c(=O)c3c(oc2c1)C(=O)N(Cc1ccc(F)cc1)C3c1cccc(O)c1 (stereo unspecified)
-4%,8%,?,3%,?,1%,4µM*,2,-27%,CCCCc1n[nH]c(=S)n1Cc1ccccc1
3%,-2%,-15%,10%,-7%,-3%,-4%,-1,-19%,COc1ccc(C(C)=O)cc1COC(=O)c1cccnc1Cl
-25%,25%,?,-5%,40µM*,/,-20%,-8,-3%,CCOc1ccccc1NC(=O)C1CCN(S(=O)(=O)c2ccc(OC)c(OC)c2)CC1

# Reprinted from above (4 entries):
RGS4 inh,HP1b chromo inh,12-LOX inh,GLS inhibitor,G9a block,ERG Ets-DNA blk,JMJD2A Tudor inh,PI4K2A block,BAZ2B inh,mol
-17%,1%,?,-7%,-52%[59 µM],2%,-35%,-3,-24%,Cc1cc(C)c2c(=O)c3c(oc2c1)C(=O)N(Cc1ccc(F)cc1)C3c1cccc(O)c1 (stereo unspecified)
-4%,8%,?,3%,?,1%,4µM*,2,-27%,CCCCc1n[nH]c(=S)n1Cc1ccccc1
3%,-2%,-15%,10%,-7%,-3%,-4%,-1,-19%,COc1ccc(C(C)=O)cc1COC(=O)c1cccnc1Cl
-25%,25%,?,-5%,40µM*,/,-20%,-8,-3%,CCOc1ccccc1NC(=O)C1CCN(S(=O)(=O)c2ccc(OC)c(OC)c2)CC1

# A portion of the library, so the mix of outcomes need not match the whole.
